# Assay outcomes (PubChem)
# USP1-UAF1 inh: blocks the human USP1/UAF1 deubiquitinase complex | actives 0.23% (n = 390,000) | Potency, µM (highest dose often 57.1 µM), for the others: at the highest dose activity change, negative = inhibition, hits mostly inhibitors | recombinant USP1/UAF1, Ub-Rhodamine cleavage fluorescence | O94782; also: % is scaled to controls: 0 for no effect and ±100 for the full control effect; nearly all actives have a fitted effect of over 60% in size; inactives centre near -12
#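 Step one: compound is pinned into 1nM USP1/UAF1 in HEPES pH 7.8 buffer with TCEP. Step two: 15 min room-temperature incubation. Step three: Ub-Rho (150nM final) starts cleavage, tracked by fluorescence over six one-minute reads.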
# Vif-A3G inh: blocks the Vif interaction with human APOBEC3G; Q9HC16; HeLa A3G-eYFP + Vif (tagged APOBEC3G with the HIV-1 protein that degrades it), YFP fluorescence, overnight; Potency, µM (titrated, usually from 46.1 µM), without a hit: at the highest dose activity, negative = active, actives largely listed as inhibitors; actives 0.076% (n = 410,000);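 also: % is scaled to controls: 0 for no effect and ±100 for the full control effect; nearly all actives have a fitted effect of over 60% in size; hits raise eYFP signal because A3G escapes Vif-driven loss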
# Target sequence (Q9HC16 whole entry, looked up): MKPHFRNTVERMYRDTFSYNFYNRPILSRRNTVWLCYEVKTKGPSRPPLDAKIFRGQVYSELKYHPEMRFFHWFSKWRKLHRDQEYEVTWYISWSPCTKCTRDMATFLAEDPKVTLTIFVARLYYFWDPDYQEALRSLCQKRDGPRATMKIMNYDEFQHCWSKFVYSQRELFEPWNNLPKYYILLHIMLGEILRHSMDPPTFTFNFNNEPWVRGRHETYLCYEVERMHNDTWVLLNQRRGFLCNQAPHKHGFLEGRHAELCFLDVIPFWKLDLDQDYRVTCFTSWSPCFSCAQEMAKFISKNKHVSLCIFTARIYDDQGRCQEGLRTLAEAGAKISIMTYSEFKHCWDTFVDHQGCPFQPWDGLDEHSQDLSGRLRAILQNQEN
#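 Read-out is eYFP fluorescence (Ex 488/Em 500-530) from Vif-expressing HeLa A3G-eYFP cells; more signal means A3G escaped Vif-mediated degradation. Cells plated overnight, compound pinned in, incubated overnight at 37 deg C.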
# 12-LOX inh: inhibitors of human 12S-lipoxygenase ALOX12; AID 1671190; actives 1.1% (n = 580,000); purified 12hLO, xylenol orange hydroperoxide absorbance; P18054; Potency, µM (highest dose often 108 µM), for inactives: at the highest dose activity change, negative = inhibition, hits mostly inhibitors; also: % is scaled to controls: 0 for no effect and ±100 for the full control effect
#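 Purified human 12hLO at 150 nM in 25 mM Hepes, 0.01% Triton X-100, pH 7.0, preincubated 15 min at room temperature with compound. Reaction started with 40 uM arachidonic acid, 30 min at room temperature. Hydroperoxide measured by Fe-xylenol orange, 573/405 nm absorbance ratio.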
# TrxR1 substrate: rat thioredoxin reductase 1 substrate activity; actives 0.01% (n = 390,000); Potency, µM (doses to about 114 µM), inactives show at the top dose activity change, negative = substrate turnover; purified TrxR1 substrate turnover, NADPH consumption readout; O89049; also: % is scaled to controls: 0 for no effect and ±100 for the full control effect; nearly all actives have a fitted effect of over 50% in size
#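 Rat TrxR1, dispensed at 90 nM, was prereduced with 400 uM NADPH (final) for 5 min at ~22 deg C, then incubated with compound 15 min before 400 uM selenite. A first-read NADPH fluorescence drop versus no-compound background flagged substrates.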
# RGS4 inh: human RGS4 inhibition | P49798 | Transcreener GDP fluorescence polarization, RGS4-accelerated GTP hydrolysis | Potency, µM (series often up to 114 µM), without a hit: at the top dose activity change, negative = inhibition, hits mostly inhibitors | actives 0.039% (n = 390,000) | AID 504845; also: % is scaled to controls: 0 for no effect and ±100 for the full control effect; nearly all actives have a fitted effect of over 75% in size; some results filed as inactive show a strong effect at the top dose
# Target sequence (P49798 whole entry, looked up): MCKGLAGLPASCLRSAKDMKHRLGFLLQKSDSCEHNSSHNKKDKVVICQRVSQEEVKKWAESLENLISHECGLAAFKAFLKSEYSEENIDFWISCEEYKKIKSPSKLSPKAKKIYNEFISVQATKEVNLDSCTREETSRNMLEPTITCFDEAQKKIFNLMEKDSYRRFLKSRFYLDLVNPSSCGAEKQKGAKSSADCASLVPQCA
#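 MLSMR compounds (23 nl, pin-transferred) preincubated 10 min at room temperature with a 500nM (2x) first reagent, then RGS4 at 900nM (2x) plus Transcreener GDP mix added; fluorescence polarization (620/688 nm) read before and after 90 min at 30 °C.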
# rTrxR1 inhibitor: rat TrxR1 inhibition; O89049; recombinant rTrxR1, NADPH fluorescence consumption, selenite substrate; actives 1% (n = 390,000); Potency, µM (highest dose often 114 µM), without a hit: at the top dose activity change, negative = inhibition, usual class: inhibitors; also: % is scaled to controls: 0 for no effect and ±100 for the full control effect; nearly all actives have a fitted effect of over 65% in size
#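 Rat TrxR1 (90 nM in the dispensed reagent) was pre-reduced with 400 uM NADPH for 5 min at room temperature, then incubated with compound for 15 min. After 400 uM selenite was added, NADPH fluorescence (Ex 340/Em 450 nm) was followed for 8 min.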
# Vif-APOBEC3F blk: blocks the Vif interaction with APOBEC3F; HeLa A3F-eYFP + Vif (tagged APOBEC3F with the HIV-1 protein that degrades it), YFP fluorescence increase; Potency, µM (titrated, usually from 46.1 µM), inactives show at the highest dose activity, negative = active; actives 0.2% (n = 390,000); AID 602313; also: % of control where 0% means no effect; nearly all actives have a fitted effect of over 65% in size
#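 Fluorescence increase (Ex 488/Em 500-530) after overnight compound treatment at 37 deg C flags inhibition of Vif-driven A3F-eYFP loss in stable HeLa A3F-eYFP/Vif cells seeded overnight beforehand.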
# RXFP1 agonist: agonists of human relaxin receptor RXFP1; Q9HBX9; HEK293T-RXFP1 cAMP TR-FRET, 30 min; response scale: percent of porcine relaxin response, buffer zero; Potency, µM (highest dose often 57.5 µM), for inactives: top-dose activation, hits mostly activators; actives 0.3% (n = 370,000); also: % is scaled to controls: 0 for no effect and ±100 for the full control effect; nearly all actives have a fitted effect of over 60% in size; many of its hits are not listed in these tables
#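 HEK293T cells stably expressing RXFP1 were pretreated with the PDE4 inhibitor Ro 20174, exposed to compounds for 30 min at 37C, lysed, and cAMP was read by TR-FRET. Data normalized to buffer (basal) and 29 nM porcine relaxin (100%).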
# IDH1 R132H inh: human IDH1 R132H inhibition | Potency, µM (top dose mostly 76.6 µM), inactives show at the highest dose activity change, negative = inhibition, hits mostly inhibitors | actives 0.093% (n = 390,000) | IDH1-R132H enzyme, NADPH consumption, diaphorase/resazurin fluorescence | O75874; also: % is scaled to controls: 0 for no effect and ±100 for the full control effect; nearly all actives have a fitted effect of over 65% in size
# Target sequence (O75874 whole entry R132H, stated change not applied): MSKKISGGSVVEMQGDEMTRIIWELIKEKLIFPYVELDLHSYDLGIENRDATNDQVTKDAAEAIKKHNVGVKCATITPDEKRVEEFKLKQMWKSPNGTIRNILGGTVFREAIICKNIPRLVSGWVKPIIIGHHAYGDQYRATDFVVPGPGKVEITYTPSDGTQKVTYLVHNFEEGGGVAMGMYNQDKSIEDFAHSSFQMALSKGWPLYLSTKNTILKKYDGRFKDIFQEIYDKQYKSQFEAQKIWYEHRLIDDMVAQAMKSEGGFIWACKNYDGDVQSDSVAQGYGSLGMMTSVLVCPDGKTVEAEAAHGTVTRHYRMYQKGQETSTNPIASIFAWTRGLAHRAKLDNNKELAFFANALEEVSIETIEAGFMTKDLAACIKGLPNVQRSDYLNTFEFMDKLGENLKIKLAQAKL
#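 IDH1-R132H (0.5 ug/mL) preincubated 30 min with compound, then NADPH (0.016 mM) and alpha-KG (2 mM) added; 80 min at RT, pH 7.5. Remaining NADPH coupled via diaphorase/resazurin to fluorescence (540/590 nm); concentration-response curves normalized to no-enzyme control.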
# Numbers without * were called inactive; ? = inconclusive; . = not tested or not shown; & = joins results of further samples; [ ] = dose if it differs, or a comment. Calls follow the shape of the dose curve; as a rule, active = well fitted curve in the direction sought with a large enough effect; inconclusive = small, poorly fitted or top-dose-only effect, or another doubt; inactive = no such curve, though single readings can be large; an effect the other way counts as inactive or inconclusive. Potency is read from the fitted curve at half-maximal effect.
SMILES,USP1-UAF1 inh,Vif-A3G inh,12-LOX inh,TrxR1 substrate,RGS4 inh,rTrxR1 inhibitor,Vif-APOBEC3F blk,RXFP1 agonist,IDH1 R132H inh
COc1cc(OC)c(NC(=O)C(Cc2ccccc2)NS(=O)(=O)c2cccc3nsnc23)cc1Cl (stereo not given),-15%,0%,-12%,-3%,19%,19%,5%,0.4%,-6%
O=C(O)CSCC(=O)N1CCc2c([nH]c3ccccc23)C1C(F)(F)F (stereo not given),-23%,-6%,-28%,?,-22%[56.9 µM],-9%,-18%,-2.2%,2%
CCOCCCNC(=O)C(NC(=O)c1ccc(NC(C)=O)cc1)c1ccc(C)cc1 (stereo not given),-13%,-5%,-21%,4%,9%,5%,-10%,-2.2%,6%
COc1ccc(-n2cnc3c(sc4nccc(N(C)C)c43)c2=O)cc1,-2%,1%,-18%,17%,-35%,-2%,-18%,0.2%,-1%
COc1cc2cc3c(N)c(C(=O)Nc4sc(C)c(C)c4C#N)sc3nc2cc1OC,-14%,-15%,-15%,9%,-14%,10%,-11%,9.8%,3%
CC1(C)NC(=O)N(CC(O)CN2C(=O)CCC2=O)C1=O (stereo not given),2%,2%,?,7%,-8%,25%,-1%,-0.5%,0%
Cc1ccnc(NC(=O)/C=C/c2ccccc2Cl)c1,-3%,-5%,-11%,5%[57.1 µM],3%,25%,-5%,-0.5%,-7%
CCOc1cc(NC(=O)c2ccccn2)c(OCC)cc1NC(=O)c1ccc(C)cc1,-11%,-2%,6%,3%,-6%,5%,-2%,2.7%,15%
Cc1nnsc1-c1c(C(=O)O)c(C)nn1-c1ccc(OC(F)(F)F)cc1,-19%,-7%,282%[activator],4%[57.1 µM],7%,14%[57.1 µM],-3%,-3.9%,17%
Cc1nc(SCC(=O)N2CCCCCC2)[nH]c(=O)c1C,-7%,1%,-7%,-3%,-30%,-5%,-7%,-0.6%,12%
CCc1ccc(N2CC(C(=O)N/N=C/c3ccccc3OC)CC2=O)cc1 (stereo not given),-16%,-5%,-4%,11%[0.0914 µM],-26%,9%[57.1 µM],-3%,-4.7%,5%
Cn1c(CCC(=O)O)nc2cc(S(=O)(=O)N3CCCC3)ccc21,15%,3%,-12%,6%[57.1 µM],26%,-3%[2.29 µM],-6%,.,1%
O=C(COc1ccc(S(=O)(=O)N2CCOCC2)cc1)N1CCOCC1,-4%,1%,3%,-14%,-10%,-14%,-19%,-0.4%,-8%
CCc1cc(Cn2nc(-c3ccccc3)cc2C(=O)NCc2cccs2)on1,1%,-2%,8.9µM*,-9%,23%,7%,-4%,-0.2%,8%
O=C(Cn1cnc2ccccc2c1=O)N1CCN(S(=O)(=O)c2ccc(F)cc2)CC1,0%,-1%,-19%,-3%,26%,-3%,3%,0.4%,-2%
O=c1oc2cc(O)c(Cl)cc2c2ccccc12,-13%,-3%,-5%,-5%,-11%,-1%,-2%,11µM*,4%
C/C(=N/NC(=O)CCc1ccccc1)c1ccc2c(c1)OCO2,-14%,0%,3%,-13%,13%,-15%,-4%,-1.5%,-5%
Cc1ccc(S(=O)(=O)C2(C(=O)Nc3ccc(C(C)C)cc3)CC2)cc1,-5%&-21%,0%&-2%,?,-6%&-9%,-1%&-3%,17%&-3%,-9%&2%,0.1%&4.6%,4%&5%
CCOC(=O)c1c(-c2ccccc2)n(C)c2ccc(O)cc12,-19%,-1%,15%,14%,0%,7%,-4%,3.7%,2%
CCOc1ccc(NC(=O)CN(C2CCCCC2)S(C)(=O)=O)cc1,-20%,-14%,-20%,-6%,-16%,-5%,-8%,2.0%,10%
O=C(CCNC(=O)C1CCN(S(=O)(=O)c2ccccc2)CC1)NC1CC1,1%,0%,20%,4%,7%[11.4 µM],11%,3%,1.5%,-14%
CCOc1ncccc1C(=O)N1CCN(S(=O)(=O)c2ccc3c(c2)OCCO3)CC1,-7%,0%,97%[activator],-1%,16%,17%,-3%,0.4%,24%
COc1ccccc1N(CC(=O)NC1CC2CCC1C2)S(=O)(=O)c1ccc(C)cc1 (stereo not given),-11%,1%,?,-13%,-6%,-8%,-7%,1.8%,-6%
CC(=O)c1c(C)[nH]c(C(=O)OCC(=O)N2CCN(c3ccccc3)CC2)c1C,-25%,-5%,-9%,.,.,.,3%,.,13%
Cc1nc(NCCCN2CCOCC2)c2oc3ccccc3c2n1,-18%,5%,2%,4%,9%,10%,-17%,2.9%,4%
COc1ccc(C(C(C(=O)c2ccco2)N2CCOCC2)N2CCOCC2)cc1 (stereo not given),-10%,0%,?,-6%,-22%,-23%,-1%,1.7%,0%
CCOC(=O)c1oc2cc(OCC(=O)OC)ccc2c(=O)c1-c1ccc(OC)c(OC)c1,-17%,0%,9%&-8%,-1%,17%,8%,-6%,2.0%,-3%
C1CCC(C23CC4CC(CC(C4)C2)C3)NC1 (stereo not given),-9%,-1%,0%,0%,3%,2%,3%,0.3%,-2%
CCOc1ccccc1NC(=O)C1CCC(CNc2c(N3CCOCC3)c(=O)c2=O)CC1 (stereo not given),-17%,0%,2%,0%,2%,24%,2%,-0.1%,-3%
Cc1ccccc1CN1CCc2nc(N3CCN(c4ncccn4)CC3)ncc2C1,-15%,3%,?,-2%[57.1 µM],-54%,4%[57.1 µM],-6%,29%,-11%
COc1ccc(C(=O)NC(=S)Nc2ccc(S(=O)(=O)Nc3cc(OC)ncn3)cc2)cc1,-3%,-11%,10µM*,-9%,-33%,45µM*,-2%,3.6%,0%
Cc1ccc(NC(=O)Cn2ncc3c4ccccc4n(Cc4ccccc4)c3c2=O)cc1Cl,-10%,-4%,-21%,4%,1%,4%,3%,0.0%,-15%
COc1ccc(CCN2CC(C(=O)NCCc3ccccc3)CC2=O)cc1OC (stereo not given),-22%&-13%,-7%&-3%,0%&-19%,4%,4%&13%,16%,6%&-6%,0.8%&2.9%,1%&41%
CCCNC(=S)N1CCN(C)CC1,-7%,-5%,?,-14%,-2%,-16%,-19%,0.2%,2%
Cc1cccc(OCC(O)CN2C(C)(C)CC(O)CC2(C)C)c1C (stereo not given),-13%,2%,0%,2%,-9%,14%,4%,1.1%,9%
COc1ccc(OC)c(NC(=O)C(C#N)=Cc2ccco2)c1,-27%,-7%,?,11%[57.1 µM],1%,5%[57.1 µM],-2%,.,-1%
COc1ccc(C(=O)NCCn2cc(SCC(=O)Nc3ccc(F)cc3)c3ccccc32)cc1,-19%,-5%,-22%,7%[11.4 µM],0%,7%,-11%,2.1%,-3%
O=C(CN(C(=O)CCC(=O)Nc1ccccn1)c1ccc(F)cc1)NCCc1ccccc1,-17%,0%,9%,10%[57.1 µM],-2%,22%[57.1 µM],-17%,0.3%,0%
Cc1ccc(-c2nc(Nc3cccc(O)c3)c3ccccc3n2)cc1,-15%,-10%,?,-5%,-1%,-5%,-1%,-1.8%,0%
COc1cccc([C@@H]2CC=C(C(=O)O)[C@H](c3cccc(Cl)c3)N2S(=O)(=O)c2ccc(C)cc2)c1,-26%,-2%,-18%,-3%[57.1 µM],-7%,25%[57.1 µM],3%,0.6%,-1%

# 2 compounds drawn at random from those above:
SMILES,USP1-UAF1 inh,Vif-A3G inh,12-LOX inh,TrxR1 substrate,RGS4 inh,rTrxR1 inhibitor,Vif-APOBEC3F blk,RXFP1 agonist,IDH1 R132H inh
Cc1nc(NCCCN2CCOCC2)c2oc3ccccc3c2n1,-18%,5%,2%,4%,9%,10%,-17%,2.9%,4%
Cc1ccnc(NC(=O)/C=C/c2ccccc2Cl)c1,-3%,-5%,-11%,5%[57.1 µM],3%,25%,-5%,-0.5%,-7%

# (continued)
SMILES,USP1-UAF1 inh,Vif-A3G inh,12-LOX inh,TrxR1 substrate,RGS4 inh,rTrxR1 inhibitor,Vif-APOBEC3F blk,RXFP1 agonist,IDH1 R132H inh
COc1ccc(Nc2cc(C)c3cc(NC(=O)Cc4ccc(Cl)cc4)ccc3n2)cc1,-25%,-9%,?,15%,15%,15%,-11%,5.2%,13%
CS(=O)(=O)c1ccc(Cl)c(NC(=O)CN2CCN(C(=O)c3cccs3)CC2)c1,5%,-1%,2%,4%[57.1 µM],2%,-2%[2.29 µM],4%,.,0%
COc1ccc(CCNc2cc(N3CCN(C(=O)c4ccccc4F)CC3)ccc2[N+](=O)[O-])cc1OC,-6%,4%,258%[activator],8%[57.1 µM],11%,6%[57.1 µM],-10%,3.9%,14%
COC(=O)c1nn(-c2ccccc2)c(Cl)c1/C=N/OCc1ccc(C)cc1,-4%,-5%,11%,5%[57.1 µM],-25%,17%[57.1 µM],-5%,1.8%,4%
COc1ccc(OCC(=O)Nc2ccc3c(c2)nc(CCn2ccccc2=O)n3C)cc1,-24%,0%,8%,5%,-16%,4%,7%,0.6%,10%
O=C1Nc2ccc(NS(=O)(=O)c3cccs3)c3cccc1c23,-11%,0%,-4%,-13%,1%,-12%,-11%,-1.8%,24%
O=S(=O)(NC1CCCCC1N1CCN(c2ccccc2F)CC1)c1ccccc1 (stereo not given),-4%,1%,4%,2%[57.1 µM],-26%[56.9 µM],15%[57.1 µM],0%,1.2%,-15%

# Only part of the results is shown; the hit share may differ from the screen's.
